# High-throughput results: PubChem BioAssay, Broad Institute
# RAD54 branch = RAD54 (human) branch migration inhibition; RAD54 Holliday junction branch migration, FAM/BHQ fluorescence; inhibition, % at 10.4 µM; AID 602329; actives 0.14% (n = 360,000); Q92698;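 active means mean normalized replicate activity at least 40 and at least half of replicates scoring 40 or more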;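 further: 0% = median of neutral control wells and 100% = median of positive control wells; inhibitors cause a drop in the FAM fluorescence signal; in these data hits start at about 50%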
# esBAF inh = inhibitors of esBAF chromatin remodeling in mouse ES cells | Bmi1-luciferase knock-in reporter, 24 h; 100% = twice the neutral-well signal | reporter increase, % at 12.5 µM | actives 2% (n = 350,000); in the data active means activation above about 40%;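 further: 0% = median of the plate's neutral control wells and 100% = double that signal; a rise in the Bmi1 reporter signal indicates esBAF inhibition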
# Xi reactivation = reactivates the inactive X chromosome in mouse fibroblasts; XiGFP mouse fibroblasts, % GFP-positive cells imaging, 3 d; cells co-treated with 5-aza-dC sensitizer; scaled so ellipticine positive control = 100%; activation, % at 7.58 µM; actives 0.055% (n = 360,000);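 active means mean normalized replicate activation at least 10% and every replicate at or above 10%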;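 further: 0% = median of on-plate neutral control wells and 100% = ellipticine 6 µM median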
#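 Material: XiGFP fibroblasts, SV40-immortalized; Buffer or medium: DMEM containing 5-aza-dC; Compound dosing: single point; Times: 3 days compound exposure.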
# F508del corr = CFTR F508del correction in bronchial cells; CFBE cells, YFP halide quenching; stimulated with forskolin plus potentiator P3; % fluorescence drop versus neutral controls; activity (quench increase), % at 7.58 µM; actives 0.36% (n = 350,000); AID 720511;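 active means mean added fluorescence quench of at least 8% versus neutral control, with both replicates also reaching 8%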;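 further: cells transiently co-express mutant CFTR-F508del with the halide-sensitive YFP; corrector assay measuring rescue of mutant channel to the surface after 24 h compound exposure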
# GSIS activator = GLuc luminescence reporter in INS-1E cells, primary screen for activators of glucose-dependent secretion of insulin. INS-1E GLuc reporter insulin secretion, 2-3 h. activation, % at 16.6 µM. AID 743287. actives 0.61% (n = 370,000);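 active means lowest replicate activation of at least 40%, so every replicate reaches that level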;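 further: 0% = median of neutral control wells and 100% = median of IBMX positive control wells; some compounds called inactive have numbers as strong as hits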
# RAD52 inh = RAD52 (human) annealing inhibition; inhibition, % at 18.7 µM; actives 0.46% (n = 360,000); P43351; AID 651710; recombinant RAD52 DNA annealing, FRET fluorescence;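 active means every replicate showing at least 50% inhibition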
# ERAP1 HTS inh = blocks human ERAP1 aminopeptidase activity; Q9NZ08; recombinant ERAP1, Leu-AMC fluorescence, 60 min; inhibition, % at 10.7 µM; actives 0.15% (n = 340,000);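 active means mean replicate inhibition of at least 30%, or all replicates individually reaching that 30% level; inactive means mean below 30% and not every replicate reaching it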;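 further: 0% = neutral control wells and 100% = L-leucinethiol positive control wells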
# Target sequence (Q9NZ08 whole entry, looked up): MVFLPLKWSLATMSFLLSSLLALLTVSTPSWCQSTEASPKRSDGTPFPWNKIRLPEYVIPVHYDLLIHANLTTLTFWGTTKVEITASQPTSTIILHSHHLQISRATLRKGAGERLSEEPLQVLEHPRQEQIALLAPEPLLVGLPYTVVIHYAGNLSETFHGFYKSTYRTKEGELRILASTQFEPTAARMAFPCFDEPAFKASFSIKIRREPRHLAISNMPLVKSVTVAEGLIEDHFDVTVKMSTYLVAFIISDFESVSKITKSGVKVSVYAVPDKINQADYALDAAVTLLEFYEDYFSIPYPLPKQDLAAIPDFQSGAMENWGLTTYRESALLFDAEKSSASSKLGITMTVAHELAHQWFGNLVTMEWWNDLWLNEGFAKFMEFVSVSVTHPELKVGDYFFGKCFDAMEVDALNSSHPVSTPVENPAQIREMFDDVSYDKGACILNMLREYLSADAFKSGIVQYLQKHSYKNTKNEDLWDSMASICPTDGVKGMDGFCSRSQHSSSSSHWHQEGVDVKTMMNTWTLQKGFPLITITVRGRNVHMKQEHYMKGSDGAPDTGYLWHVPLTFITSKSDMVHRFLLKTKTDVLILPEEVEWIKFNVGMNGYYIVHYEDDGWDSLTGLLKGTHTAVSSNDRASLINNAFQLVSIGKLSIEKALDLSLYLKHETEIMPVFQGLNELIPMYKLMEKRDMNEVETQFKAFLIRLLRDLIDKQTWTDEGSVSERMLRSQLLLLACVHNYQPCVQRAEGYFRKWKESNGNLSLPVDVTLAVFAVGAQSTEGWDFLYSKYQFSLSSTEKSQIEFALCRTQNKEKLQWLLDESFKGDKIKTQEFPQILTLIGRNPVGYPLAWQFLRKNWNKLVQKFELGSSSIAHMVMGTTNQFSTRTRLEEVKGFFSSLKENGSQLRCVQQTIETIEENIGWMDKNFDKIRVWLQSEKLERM
# ARNT TACC3 PPI = ARNT/TACC3 interaction disruption | inhibition, % at 9.99 µM | AlphaScreen His-ARNT PAS-B/GST-TACC3 binding, luminescence; TACC3 fragment carries E629A point mutation | actives 0.66% (n = 390,000);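 active means mean inhibition of replicates at least 50% and at least half of replicates each reaching 50%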;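 further: 0% = complete ARNT plus TACC3 wells and 100% = ARNT alone without TACC3; many hits fall short of the cut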
# * marks the source's active call; other numbers are inactive results; . = not tested or not shown.
# Screens in order – RAD54 branch	esBAF inh	Xi reactivation	F508del corr	GSIS activator	RAD52 inh	ERAP1 HTS inh	ARNT TACC3 PPI
> O=C(CNC(=O)[C@@H]1Cc2ccccc2CN1)NCc1ccco1
  -1.1	-2.7	0.0	0.1	5.3	-7.8	-1.9	-0.9
> Cc1ccc(S(=O)(=O)N2CCN(C(=O)COC(=O)COc3ccc(Br)cc3)CC2)c(C)c1
  -7.4	-7.6	0.0	-2.6	28.2	7.2	-3.2	5.0
> Cc1cc(C(=O)Nc2cccc3c2O[C@H](CN(C)S(=O)(=O)c2ccccc2)[C@@H](C)CN([C@@H](C)CO)C3=O)n(C)n1
  5.5	3.2	0.1	2.1	14.9	-2.0	-3.0	-1.7
> Cn1c(=O)[nH]c(=O)c2c1nc(N1CCN(Cc3ccccc3)CC1)n2CCCc1ccccc1
  -5.7	-1.7	.	.	6.5	-6.9	-1.7	1.4
> C[C@@H]1CN([C@@H](C)CO)C(=O)c2cc(NS(C)(=O)=O)ccc2O[C@@H]1CN(C)Cc1ccncc1
  -13.9	-8.9	0.0	-2.1	6.3	14.5	-4.9	4.5
> O=C(CC(CC(=O)c1ccc(Br)cc1)c1cccnc1)c1ccc(Br)cc1
  16.2	.	0.0	0.0	-4.0	-6.4	-1.9	.
> O=C(CN(CC1CCCO1)C(=O)CNS(=O)(=O)c1ccccc1)NCc1ccccc1 (stereo not given)
  3.9	-1.6	.	.	1.8	.	.	-4.7
> C[C@@H]1CCCCO[C@@H](CN(C)S(=O)(=O)c2ccccc2)[C@@H](C)CN([C@H](C)CO)C(=O)c2cc(NC(=O)Nc3ccc4c(c3)OCO4)ccc2O1
  1.9	1.6	0.0	-3.2	9.2	-6.3	-0.5	-7.8
> O=S(=O)(c1cccc(-c2nnc(SCc3nc4ccccc4s3)o2)c1)N1CCOCC1
  -3.5	-10.1	.	.	-42.4	.	.	2.3
> C=CC[C@H](CC(=O)NCCO)C(=O)NCCOC(=O)[C@@H](CC=C)Cc1ccc(F)cc1
  -2.7	-4.7	0.0	-1.3	1.9	-5.9	-1.3	0.5
> CC(C)(C)NC(=O)C(=O)NNC(=O)c1cccc(Br)c1
  .	.	0.0	-2.0	-0.9	-8.1	0.1	-3.4
> Cc1ccc(NC2CCCN(C(=O)CCc3cn[nH]c3)C2)cc1C (stereo not given)
  4.3	6.8	0.2	0.6	9.9	-23.1	1.3	-1.0
> O=C(C[C@@H]1C/C=C\C[C@@H](NC(=O)OCC2c3ccccc3-c3ccccc32)C(=O)OCCNC1=O)N[C@@H](CO)Cc1ccccc1
  -3.8	-30.3	0.3	0.8	-44.1	-7.0	-0.4	0.0
> O=C(COc1ccc(Br)cc1)NCCCn1ccnc1
  0.3	1.7	0.1	-0.7	-8.3	-3.2	-3.7	3.0
> COc1ccccc1-c1cc(-c2ccc(O)cc2)nc(N)c1C#N
  .	.	0.3	0.9	-15.7	0.8	-8.7	.
> CC12C=CC3(O1)C(C(=O)N(c1cccnc1)C3C(=O)NC1CCCCC1)C2C(=O)Nc1ccccc1 (stereo not given)
  10.2	6.2	.	.	9.5	.	.	1.2
> CSc1nc(O)c(C(c2cccc([N+](=O)[O-])c2)c2c(O)nc(SC)[nH]c2=O)c(=O)[nH]1
  .	.	0.4	-2.2	30.3	-39.8	-4.6	27.5
> COc1ccccc1CNC(=O)Cn1cccc1C(=O)c1ccccc1
  0.8	30.8	0.1	-1.2	3.8	-3.2	-1.0	5.8
> CCOc1ccc(S(=O)(=O)NC(C)(C)C)cc1-c1nc2c(C(C)(C)C)nn(C)c2c(=O)[nH]1
  9.2	13.3	.	-2.8	-4.7	3.5	2.4	-3.6
> Cc1ccc2nc(N(CCN(C)C)C(=O)C3=COCCO3)sc2c1
  19.0	11.3	0.1	0.8	13.4	-0.4	1.8	8.1

# Part of the list above in order of length of the SMILES, smallest number first.
# Screens in order – RAD54 branch	esBAF inh	Xi reactivation	F508del corr	GSIS activator	RAD52 inh	ERAP1 HTS inh	ARNT TACC3 PPI
> CC(C)(C)NC(=O)C(=O)NNC(=O)c1cccc(Br)c1
  .	.	0.0	-2.0	-0.9	-8.1	0.1	-3.4
> Cc1ccc2nc(N(CCN(C)C)C(=O)C3=COCCO3)sc2c1
  19.0	11.3	0.1	0.8	13.4	-0.4	1.8	8.1
> O=C(CN(CC1CCCO1)C(=O)CNS(=O)(=O)c1ccccc1)NCc1ccccc1 (stereo not given)
  3.9	-1.6	.	.	1.8	.	.	-4.7

# Further results
# Screens in order – RAD54 branch	esBAF inh	Xi reactivation	F508del corr	GSIS activator	RAD52 inh	ERAP1 HTS inh	ARNT TACC3 PPI
> Cc1cccc(NC(=O)CNC(=O)COC(=O)c2ccco2)c1C
  1.0	-5.8	2.7	-0.6	13.0	-6.8	-0.2	-4.5
> Cc1cc(C)nc(NS(=O)(=O)c2ccc(N3C(=O)C4CCCCC4C3=O)cc2)n1 (stereo not given)
  -1.9	-1.6	-0.1	2.3	23.5	-11.2	-2.3	-8.3
> COCC(=O)N(C)C[C@H]1Oc2cc(C#CC(C)(C)O)ccc2S(=O)(=O)N([C@H](C)CO)C[C@@H]1C
  0.2	-1.8	0.2	-3.2	17.1	6.9	-1.1	-4.3
> CCOc1ccccc1N=c1oc2cc(O)ccc2cc1C(=O)NCC1CCCO1 (stereo not given)
  -6.1	8.7	.	-0.4	.	-17.3	-53.9	4.3
> COc1ccc(C(=O)CSc2[nH]c(=O)cc(C(F)(F)F)c2C#N)cc1
  .	-0.1	0.2	-1.8	-14.7	-14.6	-0.5	-9.8
> CCOc1ccc(-c2cn3ccccc3n2)cc1
  .	.	0.0	1.3	6.9	-5.2	-2.5	1.7
> O=C(CC1(O)C(=O)Nc2cc(Cl)cc(Cl)c21)c1ccncc1 (stereo not given)
  -5.5	-1.9	.	.	-0.5	.	.	-0.6
> O=C(Nc1ccccc1)Nc1ncc(C(F)(F)F)cc1Cl
  -8.2	-0.7	0.5	-0.6	-5.6	-9.9	1.2	.
> Cc1cc(C)c(NC(=O)c2sc3nc(C)[nH]c(=O)c3c2C)c(C)c1
  .	.	0.1	-2.7	5.1	-1.6	0.2	.
> CCC(=O)N[C@H]1C=C[C@H](CC(=O)NCc2ccccc2F)O[C@@H]1CO
  -1.1	5.1	0.2	-1.6	11.7	12.3	4.0	-12.3
> CN(C(=O)c1cccc(NC(=O)Cc2cccc(NC(=O)C3CCCN(C(=O)c4ccccc4)C3)c2)c1)C1CC1 (stereo not given)
  -13.5	4.9	-0.2	0.2	0.6	-5.7	0.3	-16.7
> Nc1ccn([C@@H]2O[C@H](CNS(=O)(=O)c3cc4ccccc4s3)[C@@H](O)[C@H]2O)c(=O)n1
  5.0	-6.6	0.0	1.5	-5.3	-3.0	-2.8	.
> CCN(C(=O)Cn1cc(C(=O)C(=O)N2CCOCC2)c2ccccc21)c1ccccc1
  7.3	-4.4	-0.1	0.1	3.6	-7.4	1.2	0.1
> CC(/C=C/c1ccccc1)=N/NC(=O)C(O)c1ccccc1 (stereo not given)
  1.3	6.5	0.1	0.7	1.0	-5.1	1.7	-1.8
> O=C(CC[C@H]1O[C@@H](n2ccc(=O)[nH]c2=O)[C@H](O)[C@@H]1O)NCC(c1ccccc1)c1ccccc1
  -3.8	-2.3	-0.1	2.8	.	2.0	0.8	.
> CO[C@@H]1CN(C)C(=O)c2ccc(NC(=O)CC(F)(F)F)cc2OC[C@H](C)N(S(=O)(=O)c2cn(C)cn2)C[C@H]1C
  .	.	0.2	-2.4	18.7	-30.5	1.8	.
> Cc1noc(C)c1S(=O)(=O)N(C)C[C@H]1OCCCC[C@H](C)Oc2ccc(NC(=O)c3ccccc3)cc2C(=O)N([C@@H](C)CO)C[C@@H]1C
  1.6	1.1	-1.3	-2.1	-15.0	-48.2	1.5	-0.5
> CC(=O)c1cccc(OCC(O)CN2CCN(S(=O)(=O)c3c(F)cccc3F)CC2)c1 (stereo not given)
  11.2	-9.5	0.0	0.9	-9.3	-7.4	-7.5	-10.1
> CC(=O)c1ccc(N2CCN(CC(=O)NC(=O)NCc3ccccc3)CC2)cc1
  -7.8	8.8	0.1	0.0	13.8	-7.5	1.8	0.8
> CN1CCN(C(=O)C[C@@H]2CC[C@@H]3[C@H](COC[C@H](O)CN3S(=O)(=O)c3cccc(F)c3)O2)CC1
  -10.3	0.2	0.0	1.1	-0.8	12.1	-5.9	-0.6

# (list continues)
# Screens in order – RAD54 branch	esBAF inh	Xi reactivation	F508del corr	GSIS activator	RAD52 inh	ERAP1 HTS inh	ARNT TACC3 PPI
> CCc1ncc(C(=O)c2ccc(OC)cc2)n1C
  5.1	4.2	.	-2.3	-27.5	-13.5	-10.0	-3.8
> COc1ccc(C(C)=O)cc1Cn1c(C)c(C(=O)NCc2cccc(C)c2)sc1=O
  -13.1	-1.5	0.1	-2.8	-20.7	-30.8	.	.
> O=C(Nc1ccccc1C(=O)N1CCCCC1)c1ccccc1C(F)(F)F
  -10.5	5.3	0.1	-1.7	60.1	-13.8	1.6	-9.4
> CC(Cc1cccs1)NC(=O)NC1CCCCC1 (stereo not given)
  3.9	17.1	.	0.8	-7.5	-12.8	2.2	-5.1
> COc1cccc(S(=O)(=O)N2C[C@H](O)COC[C@H]3O[C@@H](CC(=O)NCCCN4CCOCC4)CC[C@@H]32)c1
  3.9	-3.7	0.0	-1.4	3.1	-4.0	-0.9	-2.5
> O=C(NCC(=O)N1CCN(c2ccccc2F)CC1)c1cccs1
  -6.2	28.1	0.1	-1.4	8.6	-14.7	-3.5	4.2
> C[C@H](CO)N1C[C@H](C)[C@@H](CN(C)C(=O)c2ccncc2)Oc2ncc(C#CC3CCCC3)cc2C1=O
  .	-1.7	-0.6	-4.3	-4.8	.	.	.
> CCCN1C[C@H](C)[C@H](OC)CN(C)C(=O)c2cc(NC(=O)c3ccc(F)cc3)ccc2OC[C@H]1C
  1.9	1.2	0.1	0.3	-5.2	1.7	0.7	-5.5
> COC(=O)CN(c1ccccc1)S(=O)(=O)c1ccccc1
  8.0	-6.5	.	-3.2	-11.7	-12.9	-11.8	-5.7
> CCN1C(=NCCc2ccc([N+](=O)[O-])cc2)N[C@@H](c2ccccc2)[C@H](C(=O)OC)[C@H]1C
  2.5	9.1	0.0	-3.1	1.0	.	.	4.9
> COc1ccc(NC(=S)Nc2ccccn2)cc1
  -14.1	58.0*	0.0	1.6	-0.3	-12.1	-1.3	12.0
> COC(=O)c1cc(Br)ccc1N(Cc1cc(OC)cc(OC)c1)S(C)(=O)=O
  13.6	-9.8	0.0	2.3	8.6	-5.4	.	0.0
> C[C@@H]1CN([C@H](C)CO)C(=O)c2cc(NS(C)(=O)=O)ccc2O[C@@H]1CN(C)CC1CC1
  0.9	-0.3	0.2	2.9	4.2	-7.2	0.4	-2.3
> Cc1cc(C)n(-c2ncccc2[N+](=O)[O-])n1
  -8.8	-4.6	0.2	0.3	3.4	2.8	2.5	2.5
> O=C1OCC/C1=C\OCCCO/C=C1\CCOC1=O
  2.1	-7.1	0.0	0.6	22.6	-3.1	0.4	-2.6
> C[C@@H]1CCCCO[C@H](CN(C)Cc2ccncc2)[C@H](C)CN([C@@H](C)CO)C(=O)c2cc(NC(=O)Nc3ccc(F)cc3)ccc2O1
  -1.4	-5.9	0.1	-0.8	-19.0	.	.	-1.9
> O=C(CNc1ccc2ccccc2c1)N/N=C/c1ccc(OC(=O)/C=C/c2ccco2)cc1
  .	.	0.1	0.3	-4.4	-6.1	-6.0	-1.0
> Cc1ccccc1OCC(=O)NCCNC(=O)c1ccccn1
  6.2	-7.1	0.2	-0.3	3.8	-3.9	-1.5	-0.4
> Cc1nc2ccc(S(=O)(=O)NCC(=O)NCc3ccc(Cl)cc3)cc2s1
  -8.9	-5.3	0.1	-0.7	6.0	-10.2	1.7	-0.6
